GRK2 inh = human GRK2 inhibition via aptamer displacement; P25098; bead flow cytometry, FAM-aptamer displacement from GRK2; inhibition of aptamer binding, % at 10 µM; 330,000 tested, 0.59% active;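 active means inhibition of aptamer binding above 40%, roughly 3 SD of noise, on plates passing a quality check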;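 further: median bead fluorescence of bound FAM aptamer so fluorescent compounds give negative values; no value below 0 was filed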
CIT2 TOR yeast = alters CIT2-GFP fluorescence in TOR pathway yeast screen | 320,000 tested, 0.065% active | GFP response vs DMSO, % at 10 µM | AID 2029 | S. cerevisiae CIT2-GFP strain, flow cytometry, 3 h; 100 means same as DMSO wells;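 active means GFP response relative to DMSO above a set limit, near the screen mean plus 3 SD, cut at about 150% in these data; inconclusive means Fewer than 70 cells measured for a yeast strain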;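 further: ratio of well median GFP fluorescence to mean of DMSO wells on the plate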
AGP1 TOR yeast = yeast TOR pathway AGP1-GFP modulation | 320,000 tested, 0.02% active | GFP response vs DMSO, % at 10 µM | S. cerevisiae AGP1-GFP multiplex flow cytometry, 3 h; GFP as percent of DMSO wells;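 active means GFP response relative to DMSO above a set limit, near screen average plus 3 SD, cut at about 150% in these data; inconclusive means fewer than 70 cells counted for the yeast strain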;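 further: median GFP channel fluorescence of the gated AGP1 strain per well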
VLA-4 inh = inhibition in a human VLA-4 binding assay; 330,000 tested, 0.2% active; VLA-4 expressing cells, ligand binding flow cytometry; AID 2557; inhibition, % (about 7 µM as worked out from the volumes in the protocol); in the data active means inhibition above about 50%
Target sequence (P13612 whole entry, looked up): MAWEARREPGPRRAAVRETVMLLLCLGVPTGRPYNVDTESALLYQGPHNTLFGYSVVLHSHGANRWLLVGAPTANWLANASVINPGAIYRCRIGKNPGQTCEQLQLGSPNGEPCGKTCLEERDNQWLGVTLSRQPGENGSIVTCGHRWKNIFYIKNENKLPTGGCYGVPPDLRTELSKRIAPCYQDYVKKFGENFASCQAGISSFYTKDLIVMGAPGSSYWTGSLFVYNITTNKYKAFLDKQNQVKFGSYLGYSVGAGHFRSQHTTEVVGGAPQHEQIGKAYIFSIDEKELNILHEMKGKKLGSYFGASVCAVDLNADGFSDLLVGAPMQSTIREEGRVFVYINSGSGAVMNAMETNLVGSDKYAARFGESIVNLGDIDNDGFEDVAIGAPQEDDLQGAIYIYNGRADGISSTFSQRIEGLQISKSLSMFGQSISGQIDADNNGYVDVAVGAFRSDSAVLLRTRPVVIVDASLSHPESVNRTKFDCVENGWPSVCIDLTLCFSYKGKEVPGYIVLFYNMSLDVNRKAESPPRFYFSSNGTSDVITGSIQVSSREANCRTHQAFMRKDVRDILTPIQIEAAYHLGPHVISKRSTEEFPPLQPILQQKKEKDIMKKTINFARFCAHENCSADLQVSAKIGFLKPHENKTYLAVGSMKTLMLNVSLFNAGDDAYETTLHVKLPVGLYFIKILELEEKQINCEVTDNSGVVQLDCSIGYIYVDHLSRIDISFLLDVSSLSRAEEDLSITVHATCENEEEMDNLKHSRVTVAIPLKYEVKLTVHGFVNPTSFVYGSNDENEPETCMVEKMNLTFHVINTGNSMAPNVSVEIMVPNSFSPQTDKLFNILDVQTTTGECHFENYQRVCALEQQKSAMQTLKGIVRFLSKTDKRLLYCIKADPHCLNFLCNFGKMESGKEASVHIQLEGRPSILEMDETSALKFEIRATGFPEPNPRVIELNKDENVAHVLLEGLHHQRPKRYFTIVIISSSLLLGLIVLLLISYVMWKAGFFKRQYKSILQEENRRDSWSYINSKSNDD
MEP2-GFP yeast = alters MEP2-GFP fluorescence in TOR pathway yeast screen; GFP response vs DMSO, % at 10 µM; S. cerevisiae MEP2-GFP strain, flow cytometry GFP, 3 h; 100% = DMSO control level; AID 2016; 330,000 tested, 0.51% active;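 active means GFP response versus DMSO above a set limit, roughly screen mean plus 3 SD, cut at about 180% in these data; inconclusive means fewer than 70 cells counted for a yeast strain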;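 further: median GFP fluorescence of the barcode-gated MEP2-GFP cells per well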
Yeast superoxide = lowers age-related superoxide in aged yeast cells | 330,000 tested, 0.18% active | AID 2690 | S. cerevisiae aged cells, superoxide DHE fluorescence; active compounds read low | superoxide response (% of plate mean), % at 10 µM;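 active means superoxide response under a set limit, about three screen SD below normal, cut at about 65% in these data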;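 further: yeast aged for seven days with compound at 30 °C before DHE staining; 100% = average MFI of all compound-treated wells on the plate with controls excluded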
RPL19A TOR yeast = modulators of TOR pathway RPL19A-GFP in S. cerevisiae | S. cerevisiae RPL19A-GFP strain, flow cytometry, 3 h; active compounds read low | 330,000 tested, 0.3% active | AID 2025 | percent response vs DMSO, % at 10 µM;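 active means percent response vs DMSO below 50%; inconclusive means fewer than 70 events counted for the yeast strain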;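 further: median channel GFP fluorescence of the barcoded RPL19A-GFP strain; ratio of sample median GFP to plate DMSO average so 100% = DMSO; lower means less RPL19A-GFP as with rapamycin TOR inhibition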
LAP4 TOR yeast = yeast TOR pathway LAP4-GFP modulation; S. cerevisiae LAP4-GFP multiplex, flow cytometry GFP, 3 h; median GFP as percent of DMSO wells; GFP response vs DMSO, % at 10 µM; 320,000 tested, 0.34% active; AID 2023;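 active means GFP response vs DMSO above a set limit, about the screen mean plus 3 SD, cut at about 150% in these data; inconclusive means under 70 cell events counted for the yeast strain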
* hit, by the source's call; i = inactive; u = inconclusive; x = no result given.

SMILES	GRK2 inh	CIT2 TOR yeast	AGP1 TOR yeast	VLA-4 inh	MEP2-GFP yeast	Yeast superoxide	RPL19A TOR yeast	LAP4 TOR yeast
CC(=O)Nc1ccc(CN2CCN(C3CCCCC3)C(CCO)C2)cc1 (stereo not drawn)	1	105	99	-3	105	110	106	93
Cc1ccc(OC(C)C(=O)Nc2ccncc2)cc1C (stereo not drawn)	0	107	101	16	103	88	104	91
COc1ccc2[nH]cc(/C=C(/C#N)S(=O)(=O)c3ccccc3)c2c1	0	98	97	8	116	124	107	104
CC1Cc2ccccc2N1S(=O)(=O)c1cccc(C(=O)Nc2cccnc2)c1 (stereo not drawn)	2	100	102	8	96	84	95	100
O=S(=O)(c1cccs1)N1CCc2ccccc2C1	1	89	100	1	102	91	100	115
C=CCn1c(NCCc2ccccc2)nc2c1c(=O)n(C)c(=O)n2C	0	100	x	4	103	105	99	101
COC(=O)c1cccc(NC2CC(=O)N(c3ccc(OC)c(OC)c3)C2=O)c1 (stereo not drawn)	8	99	95	-6	111	62*	100	103
O=C(c1ccc(=O)n(Cc2ccc(Cl)c(Cl)c2)c1)N1CCOCC1	0	99	107	-8	98	101	100	105
O=c1cc(N2CCc3ccccc32)[nH]c(=O)n1Cc1ccc(F)cc1	0	95	102	36	101	105	97	97
O=C(COC(=O)c1ccco1)NC(c1ccccc1)c1ccccc1	15	97	88	-1	105	73	112	98
COC(=O)N/N=C/c1ccc(-c2cccc(Cl)c2)o1	1	92	93	7	98	108	101	114
CCN(CC)C(=O)COc1cccc2ccccc12	0	108	107	37	107	82	103	105
N#Cc1ccc(OCC(=O)NCCc2ccc(S(N)(=O)=O)cc2)cc1	1	95	98	11	101	95	98	96
O=C(c1cnn(-c2ccccc2)c1)c1ccc2ccccc2c1O	0	107	105	23	108	98	101	103
CC[N+]1=C(C)C(C)(C)c2cc(C)ccc21	34	110	98	i	95	108	103	95
O=C(Nc1cccc(C(F)(F)F)c1)c1scc2c1OCCO2	0	103	93	15	101	112	100	98
COc1ccc(S(=O)(=O)Nc2cccc(-c3ccc(N4CCCCCC4)nn3)c2)c(OC)c1	3	100	103	0	103	96	99	110
CN(Cc1ccccc1)C(=O)c1[nH]cnc1C(=O)NCc1ccccc1	0	100	98	5	85	119	96	96
COCCNC(=O)C(c1ccc(C)cc1)N(CCOC)C(=O)CCC(=O)Nc1nccs1 (stereo not drawn)	3	103	97	4	106	97	102	92
Cc1cc(SCC(=O)Nc2cccc(S(N)(=O)=O)c2)c(C)cc1Br	0	99	92	-5	95	106	95	99
CCN(CC)C(=S)Nc1cc(C(=O)OC)ccc1C(=O)OC	2	97	97	-1	102	100	100	96
O=C(CN1CCCCC1)Nc1nc(-c2ccc(Cl)cc2)cs1	2	95	99	-7	99	101	100	93
CCOc1ccccc1COC(=O)c1cccc(-n2cnnn2)c1	0	101	103	-10	101	102	102	110
COc1ccc(C(=O)N(C)CC(=O)Nc2cccc(F)c2)cc1S(=O)(=O)NC1CCCC1	0	102	101	7	102	101	102	105
CCNC(=S)N/N=C(\C)c1cccc(C(F)(F)F)c1	0	96	92	-2	101	106	93	90

The listing continues.
SMILES	GRK2 inh	CIT2 TOR yeast	AGP1 TOR yeast	VLA-4 inh	MEP2-GFP yeast	Yeast superoxide	RPL19A TOR yeast	LAP4 TOR yeast
Nc1nc(-c2ccc(S(=O)(=O)N3CCCCC3)cc2)cs1	0	96	103	-11	98	92	97	104
COc1ccc(-c2cc(C)nc3nc(N)nn23)cc1	9	98	x	-4	89	96	99	88
O=C(NCc1nnc2c(C(F)(F)F)cc(Cl)cn12)C1CCCC1	0	111	104	5	113	108	103	97
Cc1nc(COc2cccc(Cl)c2)sc1C(=O)/C=C/N(C)C	1	82	96	0	95	95	96	107
O=C(CSc1nnc2c(n1)[nH]c1ccccc12)Nc1ccc2c(c1)OCO2	0	99	98	-13	89	90	94	92
COC(=O)c1ccc(C(=O)N2CCCC(Nc3ccc(C(C)C)cc3)C2)cc1 (stereo not drawn)	5	97	101	-107	102	79	96	107
Cc1ccc(S(=O)(=O)N2CCN(c3c([N+](=O)[O-])cc(C(F)(F)F)cc3[N+](=O)[O-])CC2)cc1	0	99	99	3	98	106	102	98
CCc1noc(C)c1C(=O)N1CCC(CCC(=O)Nc2cccc(OC)c2)CC1	3	99	98	7	101	106	101	86
Cc1ccc(CSc2nnc(-c3ccc4c(c3)OCO4)o2)cc1	2	109	104	13	103	96	100	108
Cc1ccc(C(=O)COC(=O)CNC(=O)c2ccc(N3C(=O)c4ccccc4C3=O)cc2)cc1C	0	106	106	7	111	119	107	98
CCOC(=O)n1cc(-c2cnc(CNC(=O)C(C)(c3ccccc3)c3ccccc3)o2)c2ccccc21	0	85	85	-7	97	92	96	105
CC(=O)c1cccc(OCC(=O)c2cc(C)n(-c3cc(C)on3)c2C)c1	4	97	98	-2	96	102	103	101
N#Cc1c(F)cccc1NCCCn1ccnc1	2	107	117	-4	94	95	94	100
O=C(N/N=C/c1ccsc1)c1ccc2c(c1)OCO2	27	92	99	-3	103	97	99	101
COC(=O)Cc1c(C)[nH]n(-c2cc(Cl)cc(Cl)c2)c1=O	0	71	99	3	106	95	93	116
Cc1cccc(C(=O)NCc2nnc(SCC(=O)N3CCN(c4ccccc4)CC3)n2C)c1	2	95	97	6	106	121	102	101
CCN(C(=O)COC(=O)c1ccccc1NC(=O)c1ccco1)C1CCS(=O)(=O)C1 (stereo not drawn)	6	99	96	5	96	105	96	88
Cc1ccc(NC(=O)CN2C(=O)NC(C)(c3ccc(Cl)cc3)C2=O)c(Br)c1 (stereo not drawn)	1	104	105	1	102	120	101	97
Cn1nccc1C(=O)N1CCc2ccccc21	1	86	103	5	102	118	95	100
CCSc1nnc(-c2cccnc2)n1-c1ccc(C)c(Cl)c1	0	105	105	-2	108	98	98	96
COc1ccc(NC(=O)C2(c3ccc(NC(=O)c4ccc(OC)cc4)cc3)CCCC2)cc1	1	110	106	8	100	96	107	93
O=C(Cn1c(NCCCO)nc2ccccc21)c1ccc(Cl)cc1	3	108	107	0	116	122	112	97
Cc1cc(O)c(N=Cc2cc3c(cc2[N+](=O)[O-])OCO3)cc1C	0	102	99	-15	104	103	102	102
CC1CCN(CCC(=O)Nc2ccc(Cl)cc2)CC1	2	97	100	-6	95	95	91	96
CN1CCN(c2oc(-c3cccs3)nc2S(=O)(=O)c2ccccc2)CC1	1	97	104	4	101	83	101	98

Following part.
SMILES	GRK2 inh	CIT2 TOR yeast	AGP1 TOR yeast	VLA-4 inh	MEP2-GFP yeast	Yeast superoxide	RPL19A TOR yeast	LAP4 TOR yeast
CCOC(=O)Cc1csc(NC(=O)CC(C)(C)CC(=O)O)n1	4	112	113	1	112	102	108	116
CCN(CC)S(=O)(=O)c1ccc(/C=C/C(=O)OCC(=O)c2c(N)n(C)c(=O)n(C)c2=O)cc1	4	102	107	5	98	100	97	96
CCOC(=O)Cn1nc(C)n(-c2ccc(F)cc2)c1=O	0	100	103	-11	101	108	116	104
Cc1cnc(CN(C)C(=O)C2CCC(=O)N(CCc3ccccc3)C2)[nH]1 (stereo not drawn)	1	106	116	2	107	102	102	115
CCCC(=O)OCC(=O)Nc1cc([N+](=O)[O-])ccc1OC	1	97	100	3	95	118	100	100
O=C(Cn1cnc2c(nnn2-c2cccc(Cl)c2)c1=O)N1CCCC1	0	106	104	4	100	103	101	101
CCCCN1C(=O)N(C)C2C1N(C)C(=O)N2CCCC (stereo not drawn)	1	109	104	-6	99	85	100	92
O=C(NC1CCCCCCC1)c1ccc(F)c(S(=O)(=O)N2CCOCC2)c1	0	108	98	16	99	106	94	97
C=CCSC(CC)(CC)C(N)=O	0	106	106	0	96	110	100	103
O=c1nc(-c2ccccc2)c2cc(SC(F)F)ccc2[nH]1	1	110	99	-9	114	97	103	103
Cc1cc(C(=O)N/N=C/C=C/c2ccccc2[N+](=O)[O-])c(C)o1	0	101	93	4	97	102	99	94
Cc1nn(C)cc1C(=O)Nc1ccc2c(c1)OCCO2	0	101	96	-1	106	107	102	101
COc1ccc(S(=O)(=O)NCc2ccco2)cc1NC(=O)c1ccccc1	0	103	101	-7	100	89	104	93
CCOc1ccc(CCNC(=O)c2ccc3nc(N4CCOCC4)sc3c2)cc1OCC	0	98	109	17	118	108	104	120
O=C(Nc1cc(S(=O)(=O)Nc2ccc(Cl)cc2)ccc1O)c1ccc(S(=O)(=O)N2CCCCCC2)cc1	2	100	98	4	98	103	98	98
CC(=O)c1cccc(NC(=O)c2cc3ccccn3n2)c1	0	97	86	23	102	112	91	106
CCC(=O)Oc1ccc2c(c1)O/C(=C\c1ccco1)C2=O	1	124	120	-2	114	109	105	116
CCOC(=O)C1=C(C)N=c2s/c(=C\c3ccc(OCC(=O)O)cc3)c(=O)n2C1c1ccccc1OC (stereo not drawn)	3	96	97	-14	111	105	100	96
CCN(CC)c1cc(NCCO)c([N+](=O)[O-])c2nonc12	1	101	99	-1	100	85	101	94
CCOc1ccc(C2=Nn3c(nnc3-c3ccccc3OC)SC2)cc1	2	100	100	26	104	89	100	95
COc1ccc(/C=C2/SC(=O)N(CC(O)Cn3c4ccccc4c4ccccc43)C2=O)cc1 (stereo not drawn)	0	103	96	0	105	99	102	96
O=C(NCC(c1ccco1)N1CCN(c2ccccc2F)CC1)c1ccco1 (stereo not drawn)	0	99	100	16	98	101	97	93
CN1CCN(Cc2c(O)ccc3cc(-c4ccccn4)c(=O)oc23)CC1	0	u	u	2	u	93	u	u
O=c1ccn([C@@H]2O[C@H](CO)[C@@H](O)[C@H]2O)c(=O)[nH]1	0	83	88	-7	96	95	104	108
COCCN(C(=O)CCC(=O)Nc1nccs1)C(C(=O)NC(C)(C)C)c1ccc(F)cc1 (stereo not drawn)	0	106	104	-2	99	97	103	110

(cont.)
SMILES	GRK2 inh	CIT2 TOR yeast	AGP1 TOR yeast	VLA-4 inh	MEP2-GFP yeast	Yeast superoxide	RPL19A TOR yeast	LAP4 TOR yeast
COc1ccccc1C(=O)NC(C)C(c1cccs1)N1CCN(C)CC1 (stereo not drawn)	1	94	102	4	105	110	96	107
COc1ccc(OCC(=O)N2CC3(C)CC2CC(C)(C)C3)cc1 (stereo not drawn)	0	106	106	-5	109	96	108	109
CN(CCCC(=O)Nc1ccc(Br)cc1F)S(=O)(=O)c1ccccc1	3	91	92	-14	102	109	96	97
CC1=CC(=O)N(c2cccc(C(F)(F)F)c2)C1c1ccc(Cl)cc1 (stereo not drawn)	1	96	106	0	105	81	99	107
COc1ccc(NS(=O)(=O)c2ccc(N3CCOCC3)c(NC(=O)c3ccc(F)cc3)c2)cc1	8	117	109	0	111	83	106	105
Cc1cccc(NC2=C(Cl)C(=O)OC2OC(C)C)c1 (stereo not drawn)	0	92	98	-1	96	107	94	101
CCCn1c(=NC(C)=O)c(C(=O)OCC)cc2c(=O)n3ccccc3nc21	5	x	92	-20	89	101	90	85
O=C(CCc1ccc(O)cc1)NNC(=S)NCCc1ccccc1	0	113	115	12	84	99	93	109
CCOC(=O)c1ccc(NC(=O)C2C3CCC(C3)C2C(=O)O)cc1 (stereo not drawn)	1	92	94	0	93	114	109	101
O=C(CSc1nnc(-c2cccc(S(=O)(=O)N3CCCCC3)c2)o1)NCCC1=CCCCC1	0	105	106	-5	104	93	99	94
